Mito fusion act: qHTS Assay for Small Molecule Inhibitors of Mitochondrial Division or Activators of Mitochondrial Fusion; S. cerevisiae fusion-defective mutant growth rescue, CellTiterGlo 48 h; Potency, µM (highest dose often 46.1 µM), without a hit: top-dose growth rescue (activation), most hits filed as activators; hit rate 0.23% among 320,000; AID 485298, 2010;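 note: potency is the fitted concentration of half-maximal effect; % of control where 0% means no effect; nearly all actives have a fitted effect of over 45% in size; temperature-sensitive fusion mutants such as fzo1-1 at 37 °C on non-fermentable ethanol glycerol medium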
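Compounds are tested for their ability to restore growth of mitochondrial fusion-defective yeast strains at non-permissive 37C in YPEG medium over 48 hours. Viability is quantified by luciferase luminescence.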
TSHR antagonist: Antagonists of the Thyroid Stimulating Hormone Receptor: HTS campaign | Thyrotropin receptor (Homo sapiens), P16473 | TSHR-expressing cells, TSH-stimulated cAMP HTRF, 2 h; hits give low values | activity change, negative = inhibition, % at 11.5 µM | hit rate 0.2% among 330,000 | AID 504810, 2011;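 active = activity change below a set negative limit, meaning inhibition stronger than a set level, cut at about -70% in these data; inconclusive = activity change between two set negative limits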; note: % is set by controls: 0 for no effect and ±100 for the full control effect
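Cell-based HTRF cAMP assay; TSHR cells + compound, TSH EC80 (4nM final), 2 h, 37 deg C. Lysis with anti-cAMP cryptate and cAMP-d2, 30 min RT, read 665/620 nm.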
AT treatment: qHTS Assay for Identifying a Potential Treatment of Ataxia-Telangiectasia; […] A-T fibroblasts, KAP-1 phosphorylation AlphaLISA; neocarzinostatin DNA damage 30 min before lysis; Potency, µM (top dose mostly 57.5 µM), for the others: top-dose activation, most hits filed as activators; hit rate 0.19% among 320,000; note: potency is the fitted concentration of half-maximal effect; % of control where 0% means no effect; nearly all actives have a fitted effect of over 45% in size
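ATM-like activity read as KAP-1 phosphorylation via AlphaLISA donor/acceptor antibody pairs after lysis and 6 hr at 25C. Cells were ATM-null patient fibroblasts ([…], hTERT), dosed 60 min, then exposed to the DSB inducer NCS for 30 min.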
Integrin act MD: qHTS for Activators of Integrin-Mediated Alleviation for Muscular Dystrophy | alpha7betagal myoblasts, beta-gal FDG fluorescence, 48 h | Potency, µM (doses to about 38.3 µM), without a hit: top-dose activation, actives largely listed as activators | hit rate 0.064% among 350,000;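 note: potency is the fitted concentration of half-maximal effect; 100% = response of the positive control SU9516; nearly all actives have a fitted effect of over 60% in size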
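alpha7betagal+/- myoblasts (passage 13, 250/well) treated 48 h at 37C with compounds at 1:260 dilution of DMSO stock. Lysed, then beta-galactosidase activity read as FDG fluorescence (ex 480/em 540) after 30 min, with pre-read for autofluorescence.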
PTAP TSG101 blk: qHTS Assay for Iinhibitors of HIV-1 Budding by Blocking the Interaction of PTAP/TSG101 | Tumor susceptibility gene 101 protein (Homo sapiens), Q99816 | Fluorescence polarization, FITC-PTAP peptide / Tsg101 binding | Potency, µM (doses to about 115 µM), without a hit: at the highest dose activity change, negative = inhibition, most hits filed as inhibitors | 340,000 tested, under 10 active | AID 493005, 2010; active = well fitted inhibition curve with a large enough effect in the main read-out, with a control signal flat, not every such curve was filed as active; inconclusive = small, poorly fitted or top-dose-only effect, or effect the other way, or a change in a side signal; inactive = no such curve, though single readings can be large or run the other way; note: potency is the fitted concentration of half-maximal effect; % of control where 0% means no effect
Target sequence (Q99816 whole entry, looked up): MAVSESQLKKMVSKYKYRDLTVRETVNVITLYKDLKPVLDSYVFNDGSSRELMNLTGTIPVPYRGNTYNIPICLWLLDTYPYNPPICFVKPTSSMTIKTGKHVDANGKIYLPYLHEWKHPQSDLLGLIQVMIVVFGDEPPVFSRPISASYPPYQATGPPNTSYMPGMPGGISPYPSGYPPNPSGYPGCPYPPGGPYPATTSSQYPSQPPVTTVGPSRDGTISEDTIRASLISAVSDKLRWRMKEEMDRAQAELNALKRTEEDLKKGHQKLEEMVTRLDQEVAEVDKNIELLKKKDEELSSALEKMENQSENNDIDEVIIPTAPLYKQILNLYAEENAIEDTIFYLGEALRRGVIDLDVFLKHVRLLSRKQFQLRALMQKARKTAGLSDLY
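Tsg101 binding domain (10 uM final) was mixed with compound and a FITC-labeled PTAP peptide (50 nM final) in HEPES pH 7.5 buffer with NaCl, Tween 20, EDTA and TCEP; fluorescence polarization was read after 20 min at r.t.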
ASM inhibitor: Inhibitors of Secretory Acid Sphingomyelinase (S-ASM): qHTS; Sphingomyelin phosphodiesterase (Homo sapiens), P17405; placental ASM, HMU-PC fluorogenic substrate, 60 min; Potency, µM (top dose mostly 57.5 µM), without a hit: at the highest dose activity change, negative = inhibition, hits mostly inhibitors; hit rate 0.006% among 340,000; note: potency is the fitted concentration of half-maximal effect
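Human placenta-derived ASM preincubated with compound 10 min at room temperature, then reacted with 9 uM (final) fluorogenic HMU-PC substrate for 60 min at 37 C. Stop solution raises pH to 10; fluorescence read at Ex 386/Em 447 nm.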
Menin-MLL TR inh: qHTS Assay for Inhibitors Targeting the Menin-MLL Interaction in MLL Related Leukemias: Competition With Texas Red Labeled MLL-derived Mutant Peptide; O00255; Menin + Texas Red MLL mutant peptide, fluorescence polarization; Potency, µM (titrated, usually from 61.6 µM), for the others: at the top dose FP activity change, negative = inhibition, hits mostly inhibitors; hit rate 0.23% among 270,000; AID 1768, 2009; active = well fitted inhibition curve with a large enough effect in the polarisation, with a control signal flat, not every such curve was filed as active; inconclusive = small, poorly fitted or top-dose-only effect, or effect the other way, or a change in a side signal; inactive = no such curve, though single readings can be large or run the other way; the % refers to the polarisation; note: potency is the fitted concentration of half-maximal effect; % of control where 0% means no effect; many of its hits are not listed in these tables
Target sequence (O00255 whole entry, looked up): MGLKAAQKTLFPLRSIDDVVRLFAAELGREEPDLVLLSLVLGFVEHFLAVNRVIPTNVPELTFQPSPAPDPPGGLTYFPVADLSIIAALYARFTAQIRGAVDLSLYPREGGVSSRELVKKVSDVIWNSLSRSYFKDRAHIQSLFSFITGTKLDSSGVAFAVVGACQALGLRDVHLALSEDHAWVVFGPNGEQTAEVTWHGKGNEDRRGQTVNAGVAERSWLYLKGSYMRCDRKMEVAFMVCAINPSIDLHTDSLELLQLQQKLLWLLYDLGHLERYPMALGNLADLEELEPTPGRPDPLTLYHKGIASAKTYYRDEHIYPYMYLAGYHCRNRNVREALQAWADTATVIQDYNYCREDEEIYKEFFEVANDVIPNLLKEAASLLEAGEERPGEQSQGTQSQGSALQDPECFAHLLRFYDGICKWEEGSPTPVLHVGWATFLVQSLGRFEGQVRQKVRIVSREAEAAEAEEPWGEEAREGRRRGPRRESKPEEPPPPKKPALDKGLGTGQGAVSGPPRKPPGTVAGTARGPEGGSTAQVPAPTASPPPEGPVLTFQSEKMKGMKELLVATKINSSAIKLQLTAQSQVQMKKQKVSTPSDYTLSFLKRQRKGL
TCR activator: Activators of T cell receptors: qHTS campaign; primary human leukocytes, anti-CD3, IL-2 HTRF, 48 h; Potency, µM (doses to about 9.22 µM), for inactives: at the top dose activation of IL-2 secretion, hits mostly activators; 330,000 tested, under 10 active; note: % of control where 0% means no effect
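Primary human leukocytes were stimulated with a-CD3 beads plus compounds for 48 hr without co-stimulation; secreted IL-2 was quantified by HTRF using a-IL-2-K (europium cryptate) and a-IL-2-d2, excited at 320nm with acceptor emission read at 665nm.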
MBNL1 CUG block: qHTS Assay for Inhibitors of MBNL1-poly(CUG) RNA binding | TR-FRET MBNL1-His/biotin-(CUG)12 binding, 665/545 ratio | Potency, µM (doses to about 57.5 µM), for inactives: top-dose activity change, negative = inhibition, hits mostly inhibitors | AID 2675, 2010 | hit rate 0.036% among 280,000; active = well fitted inhibition curve with a large enough effect in the signal ratio, with a control signal flat, not every such curve was filed as active; inconclusive = small, poorly fitted or top-dose-only effect, or effect the other way, or a change in a side signal; inactive = no such curve, though single readings can be large or run the other way; the % refers to the signal ratio; note: potency is the fitted concentration of half-maximal effect; % is set by controls: 0 for no effect and ±100 for the full control effect
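Ratiometric TR-FRET (665 over 545 nm, excitation 340 nm) tracks disruption of MBNL1-His/biotin-(CUG)12 complex after 60 min at room temperature, with compounds at 92 nM to 58 uM final.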
MLL CXXC-DNA inh: qHTS Fluorescence Polarization Assay for Inhibitors of MLL CXXC domain - DNA interaction. Histone-lysine N-methyltransferase 2A (Homo sapiens), Q03164. MLL-CXXC / FITC-HOXA9 DNA fluorescence polarization. Potency, µM (titrated, usually from 115 µM), without a hit: top-dose activity change, negative = inhibition, actives largely listed as inhibitors. hit rate 0.037% among 290,000. AID 2662, 2010; active = well fitted inhibition curve with a large enough effect in the polarisation, with a control signal flat, not every such curve was filed as active; inconclusive = small, poorly fitted or top-dose-only effect, or effect the other way, or a change in a side signal; inactive = no such curve, though single readings can be large or run the other way; the % refers to the polarisation; note: potency is the fitted concentration of half-maximal effect
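Purified MLL-CXXC (added from a 7 uM solution) was preincubated 5 min at ambient with pinned compounds in 50 mM Tris-HCl pH 7.5, 50 mM NaCl, 1 mM DTT, 0.05% BSA. Fluorescein-labeled HOX-A9 DNA (50 nM solution) followed, 30 min, then polarization read.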
Active calls of the source: *; ? = inconclusive; nt = not tested or not shown; [ ] = remark or other dose. Unless noted, calls come from the whole dose curve; as a rule, active = well fitted curve in the direction sought with a large enough effect; inconclusive = small, poorly fitted or top-dose-only effect, or another doubt; inactive = no such curve, though single readings can be large; an effect the other way counts as inactive or inconclusive.

Below each SMILES – Mito fusion act	TSHR antagonist	AT treatment	Integrin act MD	PTAP TSG101 blk	ASM inhibitor	Menin-MLL TR inh	TCR activator	MBNL1 CUG block	MLL CXXC-DNA inh
> CC(NC(N)=O)C(=O)NCC(=O)OCc1ccccc1 (stereo not drawn)
→ 3.5%	1.7	1.4%	15.3%	-3.6%	5.5%	-0.5%	-3.7%	-1.8%	-0.6%
> Cc1cccc(NC(=O)c2ccc(-c3ccccc3[N+](=O)[O-])o2)c1
→ ?	-2.0	3.7%[11.5 µM]	-1.2%	0.4%	-12.9%	?	-2.0%	?	-0.7%
> COc1cccc(-c2nnc(SCC(=O)N3CC(C)CC(C)C3)o2)c1 (stereo not drawn)
→ 7.4%	-11.6	-0.9%	-21.1%	-1.7%	-3.8%	-8.5%	-0.6%	-7.3%	-0.1%
> CN(C)C(=O)CN1C(=O)C2CCCCN2C(=O)c2ccccc21 (stereo not drawn)
→ -3.6%	4.2	-2.3%	21.9%	-5.8%	4.9%	-9.9%	-5.3%	-3.8%	5.8%
> COc1ccccc1NC(=O)N1CCN(c2ccccn2)CC1
→ -1.4%	6.8	5.2%	-4.5%	0.6%	-1.5%	4.3%	5.2%	-2.4%	-0.5%
> Cc1ncc(S(=O)(=O)c2ccc(Cl)cc2)c(N)n1
→ nt	nt	nt	9.2%	-1.0%	2.6%	nt	2.5%	nt	nt
> O=c1[nH]c(Cn2nnc(-c3ccccc3)n2)nc2scc(-c3ccccc3)c12
→ 2.1%	-11.1	-3.1%	-2.0%	-1.6%	-2.7%	?	16.4%	-14.8%	4.6%
> CN(C)C(=O)CCc1ccc2c3c([nH]c2c1)[C@]1(CCC2CCCC2)[C@@H](C(=O)N2CCOCC2)C[C@H](CC(=O)NCc2cccc(C(F)(F)F)c2)C(=O)N1CC3
→ nt	-11.8	3.3%	-12.5%	-1.6%	-10.1%	nt	-2.1%[46.1 µM]	nt	nt
> CC1(C)CC2(CCO1)N1CC3(C)CN2CC(C)(C1)C3O (stereo not drawn)
→ -2.9%	-4.6	2.8%	7.2%	-3.7%	1.1%	-5.6%	0.6%	-1.3%	-2.7%
> Cc1nc(NC(=O)c2cc3ccccc3o2)sc1C
→ -4.8%	-2.1	-3.9%	6.6%	-0.3%	-0.4%	74.6%[activator]	-3.1%	3.6%	-3.7%
> COc1ccccc1C1/C(=C(/O)c2ccc(Cl)cc2)C(=O)C(=O)N1CCN1CCOCC1 (stereo not drawn)
→ -2.3%	-2.4	-6.4%	0.8%	-0.3%	-1.3%	-1.1%	-21.6%	5.6%	13.9%
> Cc1cc(=O)oc(C)c1C(=O)NNC(=O)C1(C)CC1Br (stereo not drawn)
→ -1.8%	0.1	-1.4%	-12.9%	-0.7%	-1.6%	nt	-8.5%	nt	-7.6%
> Cc1cc(C)c2c(CC(=O)NCc3ccco3)coc2c1
→ -11.3%	18.9	0.1%	-15.2%	-5.5%	-1.2%	-23.8%	-3.6%	6.0%	16.9%
> Cc1c(C(=O)O)cnc2cc(-c3ccc(Cl)cc3)nn12
→ -0.2%	-9.2	-2.1%	5.9%	-1.1%	12.5%	14.6%	2.7%	?	3.4%
> OC(C#CCN1CCCC1)(c1ccccc1)c1cccc(F)c1 (stereo not drawn)
→ 7.0%	25.4	-1.1%	-15.6%	-1.1%	-0.5%	7.8%	-1.0%[46.1 µM]	-7.3%	14.5%
> COc1cccc(CNn2cn[nH]c2=S)c1OCc1ccccc1
→ -4.3%	7.2	3.0%	-17.0%	-2.9%	0.5%	-4.9%	0.3%	-1.3%	-18.1%
> C[C@H](CO)N1C[C@H](C)[C@@H](CN(C)C)Oc2c(NC(=O)CCCCCC(=O)Nc3ccccc3N)cccc2C1=O
→ nt	3.6	-3.8%	-6.2%	1.1%	0.4%	nt	8.6%	nt	nt
> CCCCN(C)CCCNC(=O)c1cc(Nc2ccc(OC)c(OC)c2)nc2ccccc12
→ 3.5%	-4.4	-3.5%	-60.6%[inhibitor]	-6.9%	-10.0%	9.1%	1.3%	8.1%	8.5%
> CCC(C)NC(=O)c1ccc(C2SCC(=O)N2Cc2ccccc2)cc1 (stereo not drawn)
→ 1.7%	-4.4	-2.8%	8.1%	1.7%	4.2%	-8.4%	3.4%	-7.7%	3.1%
> COc1ccc(N(C(=O)c2ccco2)S(=O)(=O)c2ccc(F)cc2)cc1
→ 10.4%	7.3	nt	36.2%	-13.1%	0.9%	12.5%	3.6%[46.1 µM]	-5.0%	159.2%[activator]
> O=C(Nc1ccccc1)Nc1sccc1-c1nc2ccccc2s1
→ 4.0%	-9.9	8.8%	-7.9%	-0.8%	-10.6%	nt	-0.4%	4.3%	3.4%
> Cc1ccc(CNC(=O)COc2ccccc2-c2ccccc2)cc1
→ 17.9%	3.3	9.4%	0.0%	-2.2%	-4.0%	-10.3%	-0.8%[46.1 µM]	-5.1%	1.5%
> COc1ccc(C(=O)NCC(O)COc2ccc(C(C)(C)C)cc2)cc1[N+](=O)[O-] (stereo not drawn)
→ -17.6%	-6.9	-2.1%	nt	nt	nt	7.3%	-2.4%[46.1 µM]	nt	3.7%
> CCc1ccc(NC(=O)N2CCN(c3ccccc3)CC2)cc1
→ -0.1%	-9.4	-3.0%	17.1%	-4.5%	-0.3%	-12.3%	-0.6%	-4.5%	6.4%
> CNC(=S)NNC(=O)CCn1nc(C)c(Br)c1C
→ -1.4%	nt	nt	13.2%[7.66 µM]	-10.6%	5.8%	-10.0%	nt	12.2%	-19.3%
> CCCn1c(N)c(N(CCOC)C(=O)c2ccccc2F)c(=O)[nH]c1=O
→ 1.7%	-4.4	-3.1%	?	-4.2%	1.2%	0.5%	-4.6%	-3.7%	18.6%
> CCCCOP(=O)(OCCCC)C1(NS(=O)(=O)c2ccccc2)C=CC(=O)c2ccccc21 (stereo not drawn)
→ -9.6%	3.6	-5.0%	-58.6%[inhibitor]	-11.4%	-0.4%	0.5%	-1.4%	1.1%	-3.4%
> O=C(O)c1cc2c(o1)CCC/C2=N\O
→ -0.5%	32.2	0.5%	4.4%	nt	6.8%	10.3%	nt	-1.8%	1.1%
> CCN1C(=O)N[C@@H](c2ccccc2)[C@H](C(C)=O)[C@H]1C
→ nt	nt	nt	10.8%	-5.4%	-3.6%	-0.4%[11.7 µM]	3.3%	nt	nt
> O=C(O)CCCCCN1C(=O)C(=O)/C(=C(/O)c2ccccc2)C1c1ccccc1 (stereo not drawn)
→ 1.9%	9.9	22.6%	9.6%	1.2%	0.5%	2.1%	-0.2%	13.7%	5.4%
> CCc1nnc(NC(=O)CCC(=O)NCCc2ccc(OC)c(OC)c2)s1
→ -3.3%	-4.3	8.3%	27.3%	-0.2%	-5.4%	-1.4%	0.6%[46.1 µM]	nt	3.4%
> CCn1c(=O)c2ccccc2n(Cc2ccccc2C)c1=O
→ 0.3%	-9.4	8.4%	-1.5%	-7.6%	-3.3%	-19.3%	-5.4%	-2.4%	0.0%
> Cc1cc(-c2ccc(N=Nc3c(S(=O)(=O)O)cc4cc(S(=O)(=O)O)cc(N)c4c3O)c(C)c2)ccc1N=Nc1c(S(=O)(=O)O)cc2cc(S(=O)(=O)O)cc(N)c2c1O
→ -23.6%	-155.0*	-44.6%[inhibitor]	nt	nt	nt	?	nt	nt	25.1µM*
> Cc1nn(CC(=O)NCCCN2CCCC2=O)c(C)c1[N+](=O)[O-]
→ nt	-5.6	9.8%	7.0%	0.0%	7.5%	nt	1.8%[46.1 µM]	nt	nt
> C=CCn1cnc2c(c1=O)c1nc3ccccc3nc1n2/N=C/c1ccccn1
→ 2.8%	-7.5	-5.6%	26.3%	nt	78.8%[activator]	1.5%	nt	?	?
> O=C(COC(=O)Cc1ccsc1)Nc1ccc(Br)cc1F
→ 2.9%	18.1	5.7%	-13.8%	-1.7%	-1.3%	nt	2.4%	nt	nt

High-throughput results deposited in PubChem by National Center for Advancing Translational Sciences (NCATS).

These rows are one share of the data; the hit share may differ from the screen's.
